High-throughput results (PubChem)
hgDAF12 agonist = activates the H. glycines DAF-12 receptor ligand-binding domain | HEK293 GAL4-hgDAF12 UAS-luciferase reporter, agonist luminescence; normalized to butyrate control | activation, % at 6.8 µM | 370,000 compounds, 1.8% hits;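 active means activation above a cutoff set at the mean of all screened compounds plus 3 SD, cut at about 10% in these data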;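 further: 0% = DMSO wells and 100% = sodium butyrate wells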
DAX1 inh-1 = NR0B1 (DAX1) inhibition. HEK293 Gal4-DAX1 luciferase reporter, luminescence. inhibition, % at 6.75 µM. AID 504766. 340,000 compounds, 0.99% hits. P51843;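 active means inhibition above the mean over all tested compounds plus 3 SD, cut at about 4.2% in these data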;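 further: 0% = DAX1-transfected cells with DMSO and 100% = empty-vector control cells with DMSO; inhibition shows as a rise in luminescence from relieved DAX1 repression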
HGIII-sPLA2 inh = Blocks human group III sPLA2 activity | Q9NZ20 | QFRET BODIPY PC-A2 liposome hydrolysis, fluorescence | inhibition, % at 12.2 µM | 370,000 compounds, 0.56% hits;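 active means inhibition above mean plus 3 SD of compounds lying within the high and low control bounds, cut at about 19% in these data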;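 further: 0% = median of test compound wells and 100% = no enzyme DMSO wells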
Target sequence (Q9NZ20 whole entry, looked up): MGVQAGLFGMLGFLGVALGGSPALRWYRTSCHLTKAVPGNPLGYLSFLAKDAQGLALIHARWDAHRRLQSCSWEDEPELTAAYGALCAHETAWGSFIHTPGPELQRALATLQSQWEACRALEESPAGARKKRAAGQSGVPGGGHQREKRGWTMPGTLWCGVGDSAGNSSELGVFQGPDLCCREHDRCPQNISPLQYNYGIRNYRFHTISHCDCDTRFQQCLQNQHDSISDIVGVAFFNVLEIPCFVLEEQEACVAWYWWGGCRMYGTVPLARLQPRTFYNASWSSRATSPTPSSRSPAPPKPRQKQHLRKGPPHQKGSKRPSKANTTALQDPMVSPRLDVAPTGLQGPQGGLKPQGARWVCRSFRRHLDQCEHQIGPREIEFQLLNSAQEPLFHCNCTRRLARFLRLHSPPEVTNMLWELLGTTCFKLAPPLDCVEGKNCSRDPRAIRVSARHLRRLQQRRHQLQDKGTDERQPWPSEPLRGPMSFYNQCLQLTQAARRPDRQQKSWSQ
GAA850 FXN act = activators of GAA850 frataxin (FXN) promoter | activation, % at 6 µM | AID 540364 | HEK293 lucGAA850 FXN promoter luciferase reporter, 24 h; percent of 10 µM SAHA response | 360,000 compounds, 0.56% hits;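 active means activation above the average of all compounds screened plus 3 SD, cutoff fixed separately per campaign, cut at about 7.5% in these data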;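 further: 0% = DMSO wells and 100% = 10 µM SAHA wells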
hcDAF12 agonist = H. contortus DAF-12 activation, primary screen | HEK293 hcDAF-12 lit1-tk-luc reporter, luminescence; 0% DMSO, 100% Δ7-dafachronic acid | 370,000 compounds, 1.4% hits | activation, % at 6.8 µM;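 active means activation above the mean of all tested compounds plus 3 SD, cut at about 5.5% in these data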;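 further: 100% = response to 3 µM Δ7-dafachronic acid high control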
ADAM10 inh = ADAM10 inhibition, QFRET primary screen; O14672; 370,000 compounds, 0.62% hits; recombinant ADAM10, EDANS/DABCYL FRET peptide cleavage, 3 h; inhibition, % at 7 µM; AID 720582;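 active means inhibition above a per-campaign cutoff equal to the mean of compounds falling between control-based bounds plus 3 SD, cut at about 20% in these data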;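 further: 0% = DMSO wells while the 100% control is not disclosed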
Target sequence (O14672 214-748 limits assumed): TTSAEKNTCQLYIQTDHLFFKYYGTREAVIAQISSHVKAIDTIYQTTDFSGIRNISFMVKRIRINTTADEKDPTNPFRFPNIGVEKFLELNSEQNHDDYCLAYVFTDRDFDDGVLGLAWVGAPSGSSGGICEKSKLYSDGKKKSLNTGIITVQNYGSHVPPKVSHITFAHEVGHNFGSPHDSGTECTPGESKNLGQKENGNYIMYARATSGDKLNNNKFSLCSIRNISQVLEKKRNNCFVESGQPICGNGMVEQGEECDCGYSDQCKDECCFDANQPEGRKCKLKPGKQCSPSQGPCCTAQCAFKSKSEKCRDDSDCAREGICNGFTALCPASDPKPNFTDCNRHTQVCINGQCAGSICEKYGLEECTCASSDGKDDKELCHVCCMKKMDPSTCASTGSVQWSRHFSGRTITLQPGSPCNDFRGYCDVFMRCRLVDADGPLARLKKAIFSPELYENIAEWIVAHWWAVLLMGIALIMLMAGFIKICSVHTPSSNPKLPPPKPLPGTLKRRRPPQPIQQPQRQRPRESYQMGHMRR
DAX1 inh-2 = inhibitors of DAX1 repression of SF-1 activated StAR promoter. HEK293T StAR-luciferase reporter, SF-1/DAX-1 repression relief. inhibition, % at 6.8 µM. 370,000 compounds, 1.1% hits. AID 652010;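 active means inhibition above the mean over all tested compounds plus 3 SD, cut at about 3.6% in these data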;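 further: 0% = DAX-1 cells with DMSO and 100% = cells lacking DAX-1 with DMSO; higher inhibition means more luminescence from relief of DAX-1 repression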
SMARCA2 activ = increases SMARCA2 function in MMTV reporter cells | MG213 cells, MMTV-luciferase reporter, dexamethasone, overnight | activation, % at 9.1 µM | 370,000 compounds, 1% hits | AID 652017; in the data active means activation above about 7.8%;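 further: 0% = vehicle wells and 100% = reference activator wells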
NPR1 activator = GC-A (human) enzyme activation; P16066; HEK293 GC-A cells, cGMP TR-FRET, EC30 ANP; 0% at EC30 ANP, 100% saturating ANP; activation, % at 10 µM; 370,000 compounds, 0.14% hits; AID 1671463; in the data active means activation above about 40%
ssDAF-12 act = S. stercoralis DAF-12 activation, primary screen | AID 652126 | activation, % at 6.8 µM | 370,000 compounds, 1% hits | HEK293 ssDAF-12/GRIP1 lit1-tk-luc reporter, luminescence; % of 3 µM dafachronic acid response;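 active means activation above the mean over all tested compounds plus 3 SD, cut at about 0.9% in these data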;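 further: 0% = DMSO-only wells and 100% = 3 µM delta7-dafachronic acid wells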
NPR2 activator = GC-B (human) receptor activation. P20594. HEK293-GC-B cells, CNP EC30, cGMP TR-FRET; 0% at EC30 CNP, 100% saturating CNP. activation, % at 10 µM. 370,000 compounds, 0.11% hits. AID 1920062;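 active means activation at 10 µM reaching about 35% in either raw or pattern-adjusted values, limit read from the data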
Starred values were filed as active, the others as inactive; / = not tested or not shown.

SMILES	hgDAF12 agonist	DAX1 inh-1	HGIII-sPLA2 inh	GAA850 FXN act	hcDAF12 agonist	ADAM10 inh	DAX1 inh-2	SMARCA2 activ	NPR1 activator	ssDAF-12 act	NPR2 activator
CCOC(=O)C1CCCN(C(=O)CCCOc2cc(=O)n(C)c3ccccc23)C1 (centres undefined)	-1.3	-0.3	6	1.8	-0.3	4	0.3	-3	-2	-1.5	-1
CCSc1nnc(NC(=O)C(C)Sc2nc3ccccc3[nH]2)s1 (centres undefined)	1.5	1.1	7	2.9	1.1	12	-0.1	-1	-5	0.1	1
CCOc1ccccc1CN1CCNC(=O)C1CC(=O)NCCC1=CCCCC1 (centres undefined)	-1.5	0.5	-16	-0.5	0.3	0	0.1	-1	-6	-1.0	-7
CCOC(=O)C1(C(=O)OCC)CCN(S(=O)(=O)c2ccccc2)CC1	0.6	-1.5	-1	-0.5	-1.0	-2	1.0	1	-1	-1.0	-3
Cc1ccc(-n2nnnc2Sc2nc([N+](=O)[O-])nn2C)cc1	1.3	-1.4	5	-0.4	-0.8	3	-1.1	-2	1	-1.0	6
COc1ccc([N+](=O)[O-])cc1-n1cccc1	-1.3	-0.7	3	2.8	0.3	0	-0.7	1	-1	-0.7	-1
COCCN1C(=O)N[C@@H](c2cccc(C(F)(F)F)c2)[C@@H](C(=O)OC)[C@H]1C	-1.2	-0.3	2	2.2	-0.8	-8	-0.8	0	2	-0.7	9
O=C(Nc1nc(-c2ccccn2)cs1)c1ccc([N+](=O)[O-])o1	-2.4	-1.0	1	-3.4	1.9	6	-1.7	-3	-9	-0.4	-3
COc1ccc(S(=O)(=O)N(C)C)cc1NC(=O)c1ccc(OCC2CCCO2)cc1 (centres undefined)	-3.0	1.7	-5	0.3	-1.6	7	-0.9	4	4	-1.1	5
CC(C)c1ccc(/C=C2\SC(N3CCOCC3)=NC2=O)cc1	0.7	0.8	4	3.2	-1.5	-10	-0.4	-2	-10	-1.4	-2
COc1ccc(-c2csc(NC(=O)CSCC(=O)Nc3cc(C)on3)n2)c(OC)c1	0.8	0.6	-3	0.3	-2.8	-3	1.6	-2	-2	-0.7	-8
CC(C)/C=C/CN1CCCC(N2CCN(c3cccc(Cl)c3)CC2)C1 (centres undefined)	-0.3	0.3	12	-2.1	0.0	-11	0.4	-3	-3	-1.6	-1
CCOC(=O)C(=O)/C(C#N)=C/Nc1ccc(F)cc1	1.9	-0.1	-2	0.2	-1.2	2	0.2	3	2	-0.9	-1
CC(C)c1ccc(-c2cc(C(=O)N3CCOCC3)c3cc(Br)ccc3n2)cc1	-0.1	-0.1	1	0.0	-0.6	-4	-0.6	0	4	-0.9	-1
O=C(CC1C(=O)NCCN1Cc1ccc(F)cc1)NCCN1CCCc2ccccc21 (centres undefined)	-1.4	-1.2	11	1.6	0.6	-32	-0.2	-4	2	-1.4	2
COC(=O)[C@]12C[C@H](CC(=O)NCCCCc3ccccc3)C(=O)N(CCc3ccc(OC)c(OC)c3)C1=C[C@H](C(C)(C)C)O[C@@H]2C	-4.8	/	-18	/	-1.5	27*	-1.4	-5	-5	-1.1	-2
CN(C)CCNC(=O)c1csc(Nc2cccc3ccccc23)n1	-7.2	-0.3	-10	-2.2	1.8	-6	-0.1	-2	-15	-1.4	-11
CCCCNC(=O)NC12CC3CC(CC(C3)C1)C2	0.3	0.2	3	2.5	-1.4	-7	0.0	-2	3	-1.2	2
Cc1nc2c(OCCC3CCCCC3)cccn2c1N(C)C(=O)CCC1CCCC1	-1.9	/	7	-0.2	0.2	-8	-1.1	-2	-3	-1.4	2
COc1ccccc1NS(=O)(=O)c1cccs1	2.9	-0.9	2	-1.6	0.1	6	-0.3	-2	0	-1.0	1
CCCC(=O)N(Cc1cc(=O)[nH]c2ccccc12)c1ccc(C)cc1C	-1.7	0.0	-3	-0.1	0.8	-7	0.1	3	-34	-0.4	-9
CSc1ccc(-c2nc(CN3CCCCC3c3cccnc3)c(C)o2)cc1 (centres undefined)	1.7	-1.8	1	1.9	1.0	2	1.8	0	-2	-1.0	-3
Cc1nn(C2CCCCC2)c(N)c1-c1ccccc1	4.4	-0.1	11	1.4	-0.5	-7	0.5	-1	0	-1.0	2
CCCCOc1ccc(-c2nnc(-c3cc[n+](C)cc3)o2)cc1	-0.1	0.5	7	1.5	-1.9	11	-0.3	-5	7	-0.3	-3
COc1ccc(C(=O)N2CCN(c3ccc(C(C)=O)cc3)CC2)cc1S(=O)(=O)N1CCCC1	-0.4	1.0	0	3.6	-1.5	-22	-0.6	0	-4	-1.4	1

For reference, some entries already given.
SMILES	hgDAF12 agonist	DAX1 inh-1	HGIII-sPLA2 inh	GAA850 FXN act	hcDAF12 agonist	ADAM10 inh	DAX1 inh-2	SMARCA2 activ	NPR1 activator	ssDAF-12 act	NPR2 activator
CCOC(=O)C1CCCN(C(=O)CCCOc2cc(=O)n(C)c3ccccc23)C1 (centres undefined)	-1.3	-0.3	6	1.8	-0.3	4	0.3	-3	-2	-1.5	-1
CCSc1nnc(NC(=O)C(C)Sc2nc3ccccc3[nH]2)s1 (centres undefined)	1.5	1.1	7	2.9	1.1	12	-0.1	-1	-5	0.1	1

Carrying on.
SMILES	hgDAF12 agonist	DAX1 inh-1	HGIII-sPLA2 inh	GAA850 FXN act	hcDAF12 agonist	ADAM10 inh	DAX1 inh-2	SMARCA2 activ	NPR1 activator	ssDAF-12 act	NPR2 activator
Cc1oc(S(=O)(=O)N(C)C)cc1C(=O)Nc1ccc(Cl)cc1	-1.6	0.4	17	1.0	-2.4	-14	-0.6	-6	-4	0.5	-12
O=[N+]([O-])c1ccc(COc2cccc(CN3CCCCC3)c2)cc1	-1.0	-0.8	3	-2.2	-1.9	-3	0.6	-1	6	-0.7	-3
O=C1C2CC=CCC2C(=O)N1Cc1nnc(-c2ccc(Cl)cc2)o1 (centres undefined)	1.5	1.9	-3	3.9	-0.1	-7	0.6	1	1	0.1	2
O=C1NC2(CCCCCC2)C(=O)N1Cc1cccc([N+](=O)[O-])c1	-0.5	-0.6	3	-0.7	-1.0	-6	-0.1	-1	-1	-1.2	-2
O=C(Nc1ccc(F)cc1)NC1CCN(Cc2nnnn2Cc2ccco2)CC1	2.9	-1.2	-4	-2.5	-0.8	9	-1.1	-1	-4	-1.8	-1
NC(=O)COC(=O)c1ccccc1SCC(=O)NC1CCCCCCC1	1.9	-0.7	13	1.5	-0.3	-4	1.3	-3	-8	-1.5	-6
O=C(O)c1ccc(NS(=O)(=O)c2cccc(C(=O)Nc3cccc(C(=O)O)c3)c2)cc1	0.9	4.2	10	-1.1	0.3	-3	-0.1	1	6	-1.4	-4
CCOC(=O)C1(C)CCN1C(=O)c1ccccc1OC (centres undefined)	-3.8	/	2	2.3	-0.2	0	-1.1	0	1	-1.3	5
CCc1ccc(C(CNC(=O)c2ccc3c(=O)n(-c4ccccc4F)c(=S)[nH]c3c2)N(C)C)cc1 (centres undefined)	-1.1	-0.4	-12	-1.8	-1.5	-48	1.0	0	3	-2.0	-1
O=S(=O)(CC1NCc2cc(F)ccc21)NCc1ccc(F)cc1 (centres undefined)	0.4	/	-1	/	0.6	1	-1.3	-1	-1	-0.6	-3
Cc1cccc(C)c1NC(=O)CN(C)C(=O)COc1cccc2c1OC(C)(C)C2	-0.9	-0.3	2	-2.0	-1.5	1	-1.0	0	3	-1.3	3
O=C(N/N=C/C(Br)=C\c1ccccc1)c1ccc2nc[nH]c2c1	-1.1	-1.4	-6	8.5*	0.0	2	-0.8	2	-6	-1.6	-5
CCCCNC(=O)c1onc(CSc2ccc(Cl)cc2)c1C(=O)O	-0.3	-0.7	-5	1.4	-0.1	1	-0.6	-2	2	-1.1	2
O=C(CN1C(=O)NC2(CCCC2)C1=O)Nc1nc2ccccc2[nH]1	-0.4	1.1	2	-1.2	0.3	-7	0.5	-1	3	-0.1	-3
C[C@@H]1COc2cc(N3CCOCC3)ccc2S(=O)(=O)N1	-0.4	/	1	/	-0.2	1	0.1	-5	4	-0.6	-2
CC1CN(S(=O)(=O)c2cccc(C(=O)OCCOc3ccccc3)c2)CC(C)O1 (centres undefined)	-1.2	-0.2	-6	0.8	-2.1	-3	-1.8	-4	2	-1.5	-2
CCc1ccc(OCC(=O)NNC(=O)c2ccc(-n3cncn3)c([N+](=O)[O-])c2)cc1	0.9	-0.8	-13	2.6	-0.8	-1	1.5	0	-2	-0.4	1
COc1ccccc1CN1CCN(Cc2ccco2)CC1	-1.6	-1.2	5	-1.3	-0.6	2	0.5	-1	1	-0.5	-1
O=C(CN1C(=O)NC(c2ccccc2)(c2ccccc2)C1=O)NCc1ccccc1	-0.5	0.3	-5	-1.7	-0.8	4	0.7	-1	0	-1.8	-1
O=C(Nc1ccc(F)cc1)c1ccccc1CC[N+](=O)[O-]	-3.5	0.6	-32	1.5	-1.8	-3	0.6	2	3	-0.3	-3
CCOC(=O)c1[nH]c(C)c(C(=O)N2CCc3c([nH]c4ccccc34)C2c2ccccn2)c1C (centres undefined)	-2.5	-1.3	-29	-4.0	0.4	18	-0.5	-3	-3	-1.1	-12
COC(=O)c1c(C)nn(-c2ccc(OC(F)(F)F)cc2)c1-c1snnc1C	-0.1	/	4	0.9	-4.2	6	-0.5	1	0	-1.9	9
O=C(OCC(=O)N1CCCC1)c1cc(Br)ccc1Cl	-0.7	-1.9	-2	1.9	0.0	-2	0.1	0	5	-1.3	-2
COc1ccc(CN2CN3CCc4ccccc4C3CS2(=O)=O)cc1 (centres undefined)	-2.6	/	12	/	-1.7	-7	-1.4	-1	-3	-1.4	-2
O=C(Cn1nnc(-c2ccccc2-n2cnnn2)n1)c1ccccc1	1.1	-0.7	-27	-0.1	-1.5	3	-0.1	-1	4	-1.3	1
(listing goes on)
SMILES	hgDAF12 agonist	DAX1 inh-1	HGIII-sPLA2 inh	GAA850 FXN act	hcDAF12 agonist	ADAM10 inh	DAX1 inh-2	SMARCA2 activ	NPR1 activator	ssDAF-12 act	NPR2 activator
Cc1c(OCC(=O)NCc2ccncc2)ccc2c3c(c(=O)oc12)CCCC3	2.7	0.7	4	1.1	-1.5	-33	2.2	-2	1	-1.1	-2
COc1ccc(NC(=O)CC(C)n2ccnc2)cc1 (centres undefined)	-2.1	-0.7	-3	1.8	0.0	-6	0.1	-1	1	-0.7	4
CCOC(=O)CN(C(=O)CNC(=O)c1cccs1)C(C(=O)NC1CCCCC1)c1cccs1 (centres undefined)	-3.5	-1.7	-6	-2.3	-2.4	-4	-1.1	-2	-1	-1.2	2
COc1ccc(/C=C/C(=O)NC(=S)Nc2ccc(S(N)(=O)=O)cc2)cc1OC	-0.6	0.0	-16	1.0	-0.9	-21	-0.1	-1	-5	-1.2	0
COc1ccc(-n2c(SC(C)C(=O)Nc3ncc(Cl)cc3Cl)nc3ccccc32)cc1 (centres undefined)	-9.8	-1.3	-8	-11	-3.5	-35	-3.7	-4	-8	-1.5	1
COc1cc(C(=O)NCc2ccc(S(N)(=O)=O)cc2)ccc1OCC(=O)Nc1cccc(C(F)(F)F)c1	-4.1	-0.7	1	-1.8	-0.2	3	-2.1	2	1	-1.6	-6
CC(CN(C)Cc1ccccc1)OC(=O)c1cccs1 (centres undefined)	-0.3	2.5	-3	-1.9	-1.0	-3	0.8	1	-4	-0.7	-6
